Exocytosis inh: LAMP-1 surface exposure blockers, TALL-104 cells – cell-based, flow cytometry, MLPCN library, primary screen; TALL-104 LAMP-1 surface exposure; cells stimulated with thapsigargin and PMA; inhibition, % at 10 µM; actives 0.66% (n = 360,000);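 active means inhibition above about 55%, limit read from the data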
ABCB6 inh 2: ABCB6 transporter inhibitors, primary screen, K562-ABCB6 cells, flow cytometry, MLPCN library; fluorescence ratio to DMSO, % at 10 µM; AID 602162, 2011; actives 0.19% (n = 360,000); K562-ABCB6 porphyrin accumulation, 1 h; stronger effect = lower value; ATP-binding cassette sub-family B member 6 (Homo sapiens), Q9NP58;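 active means fluorescence ratio to DMSO below 75%, the collection mean minus 3 SD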;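 further: signal is porphyrin accumulated inside mitochondria; 100% equals median channel fluorescence of DMSO control wells; lower ratio means ABCB6 inhibition with less porphyrin fluorescence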
Target sequence (Q9NP58 whole entry, looked up): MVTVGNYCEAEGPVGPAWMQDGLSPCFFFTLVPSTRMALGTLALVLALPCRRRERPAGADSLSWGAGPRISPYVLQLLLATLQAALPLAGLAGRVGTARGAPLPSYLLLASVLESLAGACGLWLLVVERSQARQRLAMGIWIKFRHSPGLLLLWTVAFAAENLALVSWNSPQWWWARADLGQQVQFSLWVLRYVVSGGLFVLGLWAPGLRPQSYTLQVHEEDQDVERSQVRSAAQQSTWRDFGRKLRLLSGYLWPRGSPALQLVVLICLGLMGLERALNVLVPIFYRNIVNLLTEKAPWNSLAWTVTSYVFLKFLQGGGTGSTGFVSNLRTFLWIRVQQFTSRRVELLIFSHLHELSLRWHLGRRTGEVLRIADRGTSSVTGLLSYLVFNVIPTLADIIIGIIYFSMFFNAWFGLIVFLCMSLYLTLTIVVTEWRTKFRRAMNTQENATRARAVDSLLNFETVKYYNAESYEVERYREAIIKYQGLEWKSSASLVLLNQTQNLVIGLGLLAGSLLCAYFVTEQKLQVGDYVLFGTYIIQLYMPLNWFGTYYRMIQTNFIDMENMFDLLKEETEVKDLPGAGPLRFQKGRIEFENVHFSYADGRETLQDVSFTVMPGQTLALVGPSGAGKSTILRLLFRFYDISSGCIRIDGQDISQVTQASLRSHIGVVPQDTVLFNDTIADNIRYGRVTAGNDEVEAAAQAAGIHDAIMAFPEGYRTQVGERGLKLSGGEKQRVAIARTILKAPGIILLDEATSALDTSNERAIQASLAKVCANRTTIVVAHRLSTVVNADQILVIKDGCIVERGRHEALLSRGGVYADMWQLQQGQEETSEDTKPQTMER
ABHD5-PLIN5 inh: ABHD5-PLIN5 interaction inhibitors, primary screen, cell lysate, split luciferase complementation, luminescence. actives 0.78% (n = 360,000). Split G. princeps luciferase complementation, 4 h. inhibition, % at 4 µM. AID 602281, 2012;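 active means inhibition above the mean inhibition across every tested compound plus 3 SD, cut at about 22% in these data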;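 further: 0% = DMSO only wells and the 100% control is not disclosed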
Cardio protect: cardioprotection against H2O2-induced cell death, primary screen, uHTS, H9c2 cells, ATPLite luminescence; actives 0.63% (n = 360,000); protection from H2O2 cell death, % at 20 µM; H9c2 cardiomyocytes, H2O2 injury protection, 2 h; AID 588492, 2011;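 active means compounds giving at least 50% protection of heart cells from peroxide-induced death in the single-dose screen, raw or plate-pattern-corrected value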;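 further: 0% = DMSO wells with peroxide and 100% = DMSO wells without peroxide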
CaV13 ICDI inh: Primary screen for inhibitors of IQ motif and Ca2+-dependent inactivation inhibitor domain binding in CACNA1D, Förster resonance energy transfer in living cells, …. inhibition, % at 12.3 µM. actives 0.098% (n = 340,000). AID 743397. HEK cells, CFP/YFP FRET ICDI-IQ, plate reader, 10 min; percent FRET-ratio fall versus neutral wells;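 active means mean replicate inhibition of at least 30% and at least 1% of replicates passing that level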;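 further: 0% = median of the neutral control wells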
MC4R ag barr: MC4R agonists recruiting beta-arrestin, primary screen, cell-based, luminescence, agonist arm of biased-ligand search. U2OS MC4R beta-arrestin complementation; percent of melanotan II response, DMSO zero. activation, % at 8.9 µM. Melanocortin receptor 4 (Homo sapiens), P32245. actives 0.98% (n = 360,000);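 active means activation above a per-plate cutoff, the mean activation of sample wells on that plate plus 3 SD, cut at about 8% in these data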
m5-HT2A agonist: mouse Htr2a agonists via beta-arrestin recruitment, primary screen, cell-based, luminescence. 5-hydroxytryptamine receptor 2A (Mus musculus), P35363. CHO-K1 mHTR2A beta-arrestin complementation; percent of 30 µM serotonin response. activation, % at 7.6 µM. actives 0.66% (n = 360,000);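 active means activation above a run cutoff, the mean activation of all tested compounds plus 3 SD, cut at about 14% in these data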;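 further: 0% = plate median of compound wells and 100% = 30 µM serotonin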
Glyco luc inh: increase of ERlucT glycosylation luciferase signal, primary screen, N-linked glycosylation inhibitor project, D54 ERlucT cells, luminescence, set 2; D54 ERlucT glycosylation luciferase reporter, 24 h; percent of 100 nM tunicamycin response; reporter increase, % at 12.5 µM; actives 0.23% (n = 360,000); AID 588692, 2011;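 active means mean luciferase reporter signal, scaled so untreated is 0 and the glycosylation-blocking control 100, at or above a set limit in every replicate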;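 further: luciferase carries N-glycosylation sites so blocking glycosylation raises the light; 0% = median of neutral control wells and 100% = median of 100 nM tunicamycin wells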
MC4R antag cAMP: MC4R antagonists of cAMP signaling, primary screen, cell-based, TR-FRET, antagonist arm of biased-ligand search; MC4R-expressing cells, MTII-stimulated cAMP, LANCE TR-FRET; inhibition, % at 6.5 µM; actives 0.48% (n = 360,000); AID 540295, 2011;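 active means inhibition above its plate's cutoff, the mean of tested wells on that plate plus 3 SD, cut at about 29% in these data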;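 further: 0% = Melanotan II alone and 100% = Melanotan II plus saturating MCL0020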
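Material: human MC4R-expressing U2OS cells. Probe or stimulus: Melanotan II challenge. Dosing: 6.5 µM single dose. Times: 30-min compound, 1-h challenge, 1-h detection, room temperature. Technique: TR-FRET with Eu-cAMP and labeled anti-cAMP, 671 nm. Replication: singlicate.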
PDI turbidity: inhibitors of human PDI, primary screen, biochemical, turbidity, single point, plate reader | actives 0.052% (n = 350,000) | PDI insulin aggregation turbidity, A650, 90 min | inhibition, % at 10 µM | Protein disulfide-isomerase (Homo sapiens), P07237;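 active means mean inhibition across replicates of 30% or more, whatever share of single replicates reach that level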;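 further: absorbance from insulin aggregation driven by PDI reduction with DTT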
The depositor's hits bear a star; · = no result given; & = joins results of further samples.

SMILES	Exocytosis inh	ABCB6 inh 2	ABHD5-PLIN5 inh	Cardio protect	CaV13 ICDI inh	MC4R ag barr	m5-HT2A agonist	Glyco luc inh	MC4R antag cAMP	PDI turbidity
Brc1ccc(-c2csc(N/N=C/c3cccnc3)n2)cc1	6	96	-2	-4	-4	12*	-3	1	2	-4
O=C(c1ccccc1)c1ccccc1C(=O)N1CCOCC1	-1	95	16	5	-8	1.2	2	0	-6	7
CCc1ccc(NC(=S)N(Cc2ccc(Cl)cc2)Cc2ccc(C(=O)O)cc2)cc1	-2	101	-4	12	-4	-0.8	1	1	21	-3
CC1CCN(CCCNC(=O)CCc2nnc3n(CCc4ccccc4)c(=O)c4ccccc4n23)CC1	8	102	16	24	-4	0.2	-8	-6	0	13
CCOC(=O)C1=C(O)C(Nc2nc3ccccc3s2)(C(F)(F)F)N=C1C (configuration not stated)	4	95	2	9	-5	0.4	-1	-2	5	-10
COc1ccc(C2CC(C(F)(F)F)n3nc(C(=O)O)c(Cl)c3N2)cc1OC (configuration not stated)	-3	90	9	1	-4	1.7	-2	0	11	11
OCCCNc1ncnc2sc3c(c12)CCN(Cc1ccccc1)C3	-1	105	0	12	-25	-1.4	-3	-1	5	-8
O=C(CN1C(=O)NC2(CCc3ccccc32)C1=O)c1ccc(Br)cc1 (configuration not stated)	5	98	7	0	-2	1.5	2	-1	3	-7
Cc1ccc(NC(=O)/C(=C\c2cccc(Br)c2)NC(=O)c2ccco2)cc1	1	103	3	10	·	-0.1	-4	1	-3	-5
CCn1cnc2c1c(=O)n(CC(=O)Nc1cc(C)on1)c(=O)n2Cc1ccccc1	-1	101	-5	7	-5	0.1	-3	3	-1	0
COc1cccc(NC(=O)CN(C)C(=O)CNC(=O)c2sc3ccccc3c2Cl)c1	-1	102	-7	-2	-4	-0.7	0	1	2	9
CCOc1ccc(NC(=O)CN(C)C(=O)c2cc3c(s2)CCCCC3)cc1OCC	-3	102	-1	-8	-6	2.0	4	0	6	18
O=C(O)c1ccc(Cl)cc1Nc1nc2cc(Cl)ccc2o1	16	96	-6	-10	-3	1.9	1	-3	17	-3
COc1ccc(NC(=O)CCNC(=O)c2ccccc2Cl)cc1S(=O)(=O)N1CCCCC1	-10	101	-3	-4	-4	3.3	-6	3	25	-8
COc1ccccc1CC(=O)NC1CC1	-4	98	5	0	21	-0.5	-2	-3	4	-6
CC(C)n1nnnc1SCC(=O)Nc1cccc(F)c1	-9	98	3	-4	-5	-3.3	-3	1	0	1
CCOc1cccc(C(=O)NCc2ccccc2)c1	0	100	1	2	-4	-1.8	0	-3	14	13
CCOC(=O)C1CCCN(c2c(Nc3cc(C)cc(C)c3)c(=O)c2=O)C1 (configuration not stated)	1	95	3	3	-5	0.4	-1	1	13	8
CC(=O)Nc1ccc(/C=N/NC(=O)c2cc(-c3ccco3)nc3ccccc23)cc1	1	104	7	9	-1	-2.0	0	-1	8	-4
Cc1cccnc1NC(=S)NC(=O)/C=C/c1ccco1	-2	104	13	-10	-1	0.5	3	0	8	-2

Sorted by heavy-atom count (rising): part of the list above.
SMILES	Exocytosis inh	ABCB6 inh 2	ABHD5-PLIN5 inh	Cardio protect	CaV13 ICDI inh	MC4R ag barr	m5-HT2A agonist	Glyco luc inh	MC4R antag cAMP	PDI turbidity
CC(C)n1nnnc1SCC(=O)Nc1cccc(F)c1	-9	98	3	-4	-5	-3.3	-3	1	0	1
CCOC(=O)C1CCCN(c2c(Nc3cc(C)cc(C)c3)c(=O)c2=O)C1 (configuration not stated)	1	95	3	3	-5	0.4	-1	1	13	8
CC(=O)Nc1ccc(/C=N/NC(=O)c2cc(-c3ccco3)nc3ccccc23)cc1	1	104	7	9	-1	-2.0	0	-1	8	-4

More records follow.
SMILES	Exocytosis inh	ABCB6 inh 2	ABHD5-PLIN5 inh	Cardio protect	CaV13 ICDI inh	MC4R ag barr	m5-HT2A agonist	Glyco luc inh	MC4R antag cAMP	PDI turbidity
COc1ccccc1CCN=C(N)NS(=O)(=O)c1ccccc1	-4	100	3	-4	-2	-2.9	-7	3	-1	-6
CC(=O)c1ccc(N2CCN(CC(=O)Nc3ccc4c(c3)OCCO4)CC2)cc1	-4	97	-2	11	-3	1.2	0	·	-7	1
CCC(=O)c1cc(Br)ccc1OCC(=O)N1CCN(S(=O)(=O)c2ccccc2)CC1	-1	93	-10	-1	-6	0.2	8	1	7	-1
Cc1c(Cl)cccc1NC(=O)Nc1ccc(C(N)=O)cc1	3	96	4	2	11	-0.8	-1	-3	5	6
Cn1ncc2c(N3CCN(c4ccc(Cl)c(Cl)c4)CC3)ncnc21	-1	92	-2	-23	-4	-1.6	7	2	13	-1
CCOC(=O)c1[nH]c(C)c(C(=O)Nc2ccc(C)c(C)c2)c1C	-3	99	-3	-10	-10	0.1	-1	10	-1	·
O=c1[nH]c(-c2ccccn2)nc2sc(-c3ccccc3)cc12	0	98	-1	5	-20	-3.5	-1	-18	-6	-1
Cc1ccccc1CNC(=O)C1CCN(c2nnc(N3CCCC3=O)s2)CC1	0	97	3	12	-3	-0.6	2	1	1	·
O=C(c1ccc(F)cc1)N1CCN(C(=O)c2ccc([N+](=O)[O-])cc2)CC1	-5	97	12	0	-2	1.4	10	0	-4	-7
O=C(CSc1nnc(-c2ccco2)n1-c1ccccc1)Nc1c(Cl)cc(Cl)cc1C(=O)O	-2	104	3	1	-5	-1.0	3	2	7	-2
FC(F)(F)c1cccc(OCCOCCn2cncn2)c1	0	99	8	2	-4	0.1	-2	1	4	4
CCn1c(SCc2c(Cl)cccc2Cl)nnc1-c1nn(-c2ccccc2)ccc1=O	-2	93	-1	8	0	0.7	1	-1	22	5
N#Cc1ccc(-c2cn(-c3ccccc3)c3[n+]2CCCS3)cc1	-1	102	-13	4	4	-1.3	-1	2	22	-1
O=C(c1ccc([N+](=O)[O-])cc1)N(Cc1ccc(Cl)cc1)N1C(=O)CCCC1=O	-1	94	-2	-1	-4	4.2	4	1	32*	-3
O=C(COc1ccc(Br)cc1Br)NC(=O)NC1CCCC1	1	98	-8	-6	-7	0.6	-3	-2	0	-3
Cc1cc(OCC(=O)Nc2ccc(S(=O)(=O)N3CCN(C)CC3)cc2)cc(C)c1Cl	16	104	18	-11	-5	-0.7	-7	-3	8	-1
O=C(/C=C/c1ccco1)Nc1ccccc1N1CCCC1	0	103	5	6	-5	-0.7	-5	1	10	-7
C#CCN(C[C@@H]1[C@@H](OC(=O)Nc2cccs2)[C@@H](OC(=O)Nc2cccs2)Cn2c(=O)n(CCCCCC)c(=O)n21)S(=O)(=O)c1ccc(C)cc1	7	90	3	-10	-5	-0.7	-7	0	4	3
CC(c1ccccc1)N1C(=O)c2ccc(C(=O)Nc3ccc(Br)cc3C(=O)O)cc2C1=O (configuration not stated)	6	99	4	1	·	-0.7	6	-1	6	4
Cc1ccccc1P(=O)(c1ccccc1)c1ccccc1C	-7	94	-9	2	-5	0.0	-3	-3	-2	-2

Given with each value named: entries from further up.
> O=C(c1ccc([N+](=O)[O-])cc1)N(Cc1ccc(Cl)cc1)N1C(=O)CCCC1=O
  Exocytosis inh: -1
  ABCB6 inh 2: 94
  ABHD5-PLIN5 inh: -2
  Cardio protect: -1
  CaV13 ICDI inh: -4
  MC4R ag barr: 4.2
  m5-HT2A agonist: 4
  Glyco luc inh: 1
  MC4R antag cAMP: 32*
  PDI turbidity: -3
> Cc1ccccc1P(=O)(c1ccccc1)c1ccccc1C
  Exocytosis inh: -7
  ABCB6 inh 2: 94
  ABHD5-PLIN5 inh: -9
  Cardio protect: 2
  CaV13 ICDI inh: -5
  MC4R ag barr: 0.0
  m5-HT2A agonist: -3
  Glyco luc inh: -3
  MC4R antag cAMP: -2
  PDI turbidity: -2
> C#CCN(C[C@@H]1[C@@H](OC(=O)Nc2cccs2)[C@@H](OC(=O)Nc2cccs2)Cn2c(=O)n(CCCCCC)c(=O)n21)S(=O)(=O)c1ccc(C)cc1
  Exocytosis inh: 7
  ABCB6 inh 2: 90
  ABHD5-PLIN5 inh: 3
  Cardio protect: -10
  CaV13 ICDI inh: -5
  MC4R ag barr: -0.7
  m5-HT2A agonist: -7
  Glyco luc inh: 0
  MC4R antag cAMP: 4
  PDI turbidity: 3
> N#Cc1ccc(-c2cn(-c3ccccc3)c3[n+]2CCCS3)cc1
  Exocytosis inh: -1
  ABCB6 inh 2: 102
  ABHD5-PLIN5 inh: -13
  Cardio protect: 4
  CaV13 ICDI inh: 4
  MC4R ag barr: -1.3
  m5-HT2A agonist: -1
  Glyco luc inh: 2
  MC4R antag cAMP: 22
  PDI turbidity: -1

The listing continues.
SMILES	Exocytosis inh	ABCB6 inh 2	ABHD5-PLIN5 inh	Cardio protect	CaV13 ICDI inh	MC4R ag barr	m5-HT2A agonist	Glyco luc inh	MC4R antag cAMP	PDI turbidity
CCOc1ccc(C(=O)NC(=S)Nc2ccc(NC(=O)c3ccco3)c(C)c2)cc1[N+](=O)[O-]	-4	99	0	-7	-3	10*	0	0	5	-9
O=C(c1c(F)c(F)c(F)c(F)c1F)N1CCN(Cc2ccc3c(c2)OCO3)CC1	-2	98	1	1	-4	-0.7	3	-4	10	6
Cc1ccc(S(=O)(=O)c2c(C)nn(-c3ccccc3)c2OC(=O)c2ccco2)cc1	0	97	-2	6	-5	-2.4	0	0	-2	2
C=CCNC(=O)c1ccncc1	-1	99	3	-1	-9	-1.2	0	2	-4	3
CCCCN(C)C(=O)C1CCCN(S(=O)(=O)c2ccc3c(c2)oc(=O)n3C)C1 (configuration not stated)	-11	99	-2	40	-6	-0.1	1	0	-1	·
CC(C)CNS(=O)(=O)c1ccc(CCC(=O)N2CCC(C(N)=O)CC2)cc1	-1	95	-1	6	-12	-2.2	4	1	-4	-1
COc1cc(OC)cc(C(=O)OCC(=O)N2CCCC2)c1	-4	103	-11	-4	-4	2.0	-10	1	8	4
CC1CC(C)(C)NC(=S)O1 (configuration not stated)	-8&3	97&99	-6&-6	2&4	-20&-7	-1.8&-0.3	-1&1	1&2	2&0	8&-1
CCOC(=O)c1ccc(NC(=O)c2cc(OC)c(OC)c(OC)c2Br)cc1	2	99	-3	-5	4	-1.6	1	0	27	3
CC(C)(C)OC(=O)C[C@H]1C/C=C\C[C@H](CC(=O)N[C@@H](CO)Cc2ccccc2)C(=O)N[C@H](C(C)(C)C)COC1=O	-1	99	-5	5	-8	-0.7	7	0	6	-8
O=C(c1[nH]ncc1-c1ccccc1)C1CO1 (configuration not stated)	-4	90	-2	0	-21	-2.3	-3	4	6	25
O=C(NNC(=O)C1CCCN(S(=O)(=O)c2ccc3ccccc3c2)C1)C1CC1 (configuration not stated)	-2	105	10	2	-4	0.0	3	1	14	-3

Screens from PubChem.
